Compound activity from PubChem BioAssay.
BioA inh = M. tuberculosis BioA enzyme inhibitors, primary screen, biochemical, plate reader, single point, HTS; 7,8-diaminopelargonic acid synthase BioA (Mycobacterium tuberculosis); purified M. tuberculosis BioA enzyme; inhibition, % at 9.99 µM; 360,000 compounds, 0.096% hits; AID 602481, 2012; in the data active means inhibition above about 40%; inconclusive means no clear call, values can overlap the other calls
Rv3671c inh = Rv3671c serine protease inhibitors, primary screen, biochemical, fluorescence polarization, M. tuberculosis H37Rv. inhibition, % at 5.96 µM. 320,000 compounds, 0.048% hits. AID 2606, 2010; in the data active means inhibition above about 38%;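 further: extracellular domain of Rv3671c used as enzyme; 0% = enzyme with DMSO and 100% = no enzyme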
GDH-TPI inh = GDH-TPI coupling enzyme inhibitors, primary screen, artefact control for M. tuberculosis FBA inhibitor project, biochemical, absorbance, full deck | GDH-TPI coupled enzyme counterscreen, NADH absorbance | inhibition, % at 4.8 µM | AID 588335, 2011 | 360,000 compounds, 1.2% hits; in the data active means inhibition above about 30%;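 further: 0% = DMSO wells and 100% = wells lacking the enzyme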
FBA Mtb inh = Mtb FBA enzyme inhibitors, primary screen, biochemical, fluorescence, strain H37Rv; Fructose-bisphosphate aldolase (Mycobacterium tuberculosis (strain ATCC 25618 / H37Rv)), …; purified M. tuberculosis FBA, fluorescence read-out; inhibition, % at 1 µM; 360,000 compounds, 2.3% hits; in the data active means inhibition above about 27%;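 further: 0% = vehicle and 100% = reference inhibitor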
Target sequence (P9WQA3 whole entry, looked up): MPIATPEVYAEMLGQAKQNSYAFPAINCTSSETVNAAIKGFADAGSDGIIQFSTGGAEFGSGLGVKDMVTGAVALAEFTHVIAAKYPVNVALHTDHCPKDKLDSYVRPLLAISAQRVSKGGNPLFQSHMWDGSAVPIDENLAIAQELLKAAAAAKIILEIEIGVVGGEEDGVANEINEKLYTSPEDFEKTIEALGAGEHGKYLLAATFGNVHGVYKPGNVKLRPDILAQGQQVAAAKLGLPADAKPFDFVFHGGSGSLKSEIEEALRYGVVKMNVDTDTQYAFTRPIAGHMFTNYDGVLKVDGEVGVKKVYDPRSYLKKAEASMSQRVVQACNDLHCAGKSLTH
UGM FP inh = M. tuberculosis UGM enzyme inhibitors, primary screen, biochemical, fluorescence polarization, single point; purified UGM, fluorescence polarization probe displacement; inhibition, % at 10 µM; 320,000 compounds, 0.06% hits; AID 504406, 2011; in the data active means inhibition above about 10%, passing the limit was not always enough; inconclusive means no clear call, values can overlap the other calls
Target sequence (P9WIQ1 whole entry, looked up): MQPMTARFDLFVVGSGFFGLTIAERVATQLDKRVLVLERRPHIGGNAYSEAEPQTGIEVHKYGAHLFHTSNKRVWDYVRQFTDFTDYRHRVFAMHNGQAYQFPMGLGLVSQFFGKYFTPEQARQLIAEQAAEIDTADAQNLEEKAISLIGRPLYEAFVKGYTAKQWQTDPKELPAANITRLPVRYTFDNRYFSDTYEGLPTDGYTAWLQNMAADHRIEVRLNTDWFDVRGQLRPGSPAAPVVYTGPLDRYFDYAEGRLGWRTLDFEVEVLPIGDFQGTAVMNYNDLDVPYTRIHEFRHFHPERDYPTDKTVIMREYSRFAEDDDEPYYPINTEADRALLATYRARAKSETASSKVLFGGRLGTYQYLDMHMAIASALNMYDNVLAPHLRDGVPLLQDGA
FadD28 FP inh = inhibitors of FadD28 bisubstrate probe binding, primary screen, biochemical, fluorescence polarization, single point. Mycobacterium tuberculosis FadD28 fatty-acid-AMP ligase. AID 588549, 2011. 360,000 compounds, 0.22% hits. inhibition, % at 12.5 µM; in the data active means inhibition above about 8.5%, passing the limit was not always enough; inconclusive means no clear call, values can overlap the other calls
PrPC surface inh = inhibitors of human cell surface prion protein PrPC, primary screen, cell-based, TR-FRET; Major prion protein (Homo sapiens), P04156; AID 720596, 2013; 370,000 compounds, 0.43% hits; TR-FRET read-out; inhibition, % at 13.8 µM; in the data active means inhibition above about 24%; further: 0% = median of the test wells and 100% = reference compound wells
MazF activator = activators of E. coli MazEF toxin-antitoxin RNase, primary screen, biochemical, fluorescence, uHTS; activation, % at 20 µM; Endoribonuclease toxin MazF (Escherichia coli (strain K12)), P0AE70; 350,000 compounds, 0.32% hits; FAM/BHQ RNA-DNA oligo cleavage fluorescence, 5 h; in the data active means activation above about 50%
Target sequence (P0AE70 whole entry, looked up): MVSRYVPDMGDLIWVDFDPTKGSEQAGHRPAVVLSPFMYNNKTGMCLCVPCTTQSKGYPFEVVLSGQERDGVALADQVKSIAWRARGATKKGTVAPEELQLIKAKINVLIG
BoNT F protease = BoNT/F light chain protease inhibitors, primary screen, biochemical, flow cytometry, MLPCN library. AID 588497, 2011. Botulinum neurotoxin type F light chain protease (Clostridium botulinum). 360,000 compounds, 0.22% hits. inhibition, % at 10 µM. Multiplex microsphere protease cleavage assay; in the data active means inhibition above about 35%, passing the limit was not always enough; inconclusive means no clear call, values can overlap the other calls; further: plate controls were buffer without enzyme for full effect and enzyme alone for no effect
Active calls of the source: *; ? = inconclusive; · = not tested or not shown; & = joins results of further samples.

1) CN1C(=O)C(Cc2cnc[nH]2)NC1=S (stereo unspecified)
2) COc1ccccc1-n1c(-c2ccccc2)c[n+]2c1CCc1ccccc1-2
3) O=C(NC1CCCCC1)C(c1ccccc1)N(Cc1ccc2c(c1)OCO2)C(=O)c1cnsn1 (stereo unspecified)
4) Cc1cc(C)cc(Nc2cc(C)nc3ncnn23)c1
5) CC(=O)Nc1ccc(NC(=O)CSc2ccc3nnc(-c4ccccn4)n3n2)cc1
6) CCC(C)NC(=O)CC(C)C (stereo unspecified)
7) O=P(CCCO)(Cc1ccccc1)Cc1ccccc1
8) C=CCc1cccc(/C=N/NC(=O)CCC(=O)Nc2ccc(F)cc2)c1O
9) CCSc1nnc(NC(=O)CCCOc2ccc(C)cc2)s1
10) Cc1cc(C)c(S(N)(=O)=O)c(C)c1-n1cnnn1
Assay by compound	1	2	3	4	5	6	7	8	9	10
BioA inh	-1.1	3.5	-2.2	-1.5	3.3	0.1	·	·	·	·
Rv3671c inh	4	-7&-5	-10	·	2	-1	4	4	-12	3
GDH-TPI inh	4	-4&3	10	6	-2	-3	-4	0	7	-3
FBA Mtb inh	-1	-2&0	0	-1	-2	3	-1	1	3	4
UGM FP inh	-0.9	0.0&1.7	0.4	·	-1.4	-0.8	-0.1	-1.6	-1.9	3.2
FadD28 FP inh	-1.7	-4.8&-1.3	-3.9	-1.2	-3.9	-0.6	-3.0	-3.9	-0.6	-0.3
PrPC surface inh	-6	13&7	4	-7	0	4	5	8	-9	-2
MazF activator	9	10&7	-22	-3	3	-2	4	-47	-4	-1
BoNT F protease	11	1&-1	0	-6	0	-1	-12	0	-4	-6

11) CCCCN1CC(COCc2ccccc2)Oc2cccc(F)c2S1(=O)=O (stereo unspecified)
12) O=C(CCCN1C(=O)/C(=C/c2ccccc2Cl)SC1=S)NNC(=O)c1ccc(Cl)cc1Cl
13) CC(=O)Cn1c(C(F)(F)F)nc2ccccc21
14) O=C(O)COCC(=O)Nc1ccc(OCCc2ccccc2)cc1
15) COc1cccc(C(C(=O)NC2CCCCC2)N(C(=O)c2ccco2)c2ccccc2OC)c1 (stereo unspecified)
16) CCOC(=O)C1=C(COC(=O)COc2ccccc2C=O)NC(=O)NC1C (stereo unspecified)
17) O=[N+]([O-])c1ccc(S(=O)Cc2ccccc2)c([N+](=O)[O-])c1 (stereo unspecified)
18) Cc1c(Cl)c(C(=O)NNC(=S)Nc2ccc(F)cc2)nn1C
19) CCOC(=O)C1(C)C(C(=O)OC)=C(c2ccc(OC)cc2)c2ccccc2N1C(=O)OC (stereo unspecified)
20) CC(C)N1C(=O)CCC1C(=O)NC1CCCC1 (stereo unspecified)
Assay by compound	11	12	13	14	15	16	17	18	19	20
BioA inh	0.0	·	·	-0.4	0.6	·	·	-0.9	0.1	-0.6
Rv3671c inh	·	-13	8	-11	3	-3	·	7	·	5
GDH-TPI inh	3	-11	-3	1	-7	1	4	1	-5	1
FBA Mtb inh	-2	-2	3	3	-1	3	-2	2	-1	3
UGM FP inh	·	-0.6	2.8	-0.6	2.8	-1.9	·	3.1	·	-1.3
FadD28 FP inh	-2.1	1.3	0.4	-1.4	-6.0	-1.0	0.1	-3.3	-2.4	-1.7
PrPC surface inh	16	-5	4	6	-8	-2	-10	14	-4	-1
MazF activator	-6	1	7	2	2	6	1	6	-1	-2
BoNT F protease	-7	-10	5	-4	23	11	0	-6	4	9

21) CS(=O)(=O)N(CC(=O)N1CCN(c2ccc(F)cc2)CC1)C1CCCCC1
22) O=C1CCC(=O)N1OCCOc1ccc2c(c1)CCC2
23) O=C1N(Cc2ccccc2)c2ccc(Cl)cc2C12OCCO2
24) CCc1cccc(CC)c1N1C(=O)C2=C(SCCCS2)C1=O
25) O=S(=O)(NCc1ccc(F)cc1)c1ccc(-n2cccn2)cc1
26) CC(C)C(=O)Nc1cccc(C(=O)Nc2ccccc2C(=O)O)c1
27) Cc1ccc(NC(=O)c2ccc(NCCCN3CCOCC3)c([N+](=O)[O-])c2)cc1Cl
28) CCOC(=O)C1(Cc2ccc(O)cc2)NC(c2ccco2)C2C(=O)N(c3ccccc3F)C(=O)C21 (stereo unspecified)
29) COc1ccc(OC)c(NC(=O)CCN2CCN(c3ccccc3F)CC2)c1
30) CCN(C(=O)CSc1nc2cc(C(F)(F)F)ccc2n1Cc1ccccc1)C1CCS(=O)(=O)C1 (stereo unspecified)
Assay by compound	21	22	23	24	25	26	27	28	29	30
BioA inh	-1.6	-0.8	0.5	·	0.7	-0.1	·	-2.7	21	0.5
Rv3671c inh	4	-2	-2	·	-6	-12	8	-3	-4	11
GDH-TPI inh	0	4	5	5	-1	-6	-2	-1	-8	-2
FBA Mtb inh	3	1	-2	-6	-1	1	-4	1	0	0
UGM FP inh	3.0	-1.7	1.0	·	-0.4	0.7	-3.2	-2.1	-1.6	1.6
FadD28 FP inh	-1.4	-2.0	-20	-1.1	-2.8	-6.2	-2.2	-0.3	-2.2	-3.2
PrPC surface inh	4	-4	8	-6	4	7	-27	-2	-2	8
MazF activator	-8	1	12	-183	-4	2	-2	-10	2	-3
BoNT F protease	-3	-28	-10	5	-5	-1	-4	-1	23	3

Limited to Rv3671c inh, for 4 of the compounds above:
item	Molecule	Rv3671c inh
29	COc1ccc(OC)c(NC(=O)CCN2CCN(c3ccccc3F)CC2)c1	-4
27	Cc1ccc(NC(=O)c2ccc(NCCCN3CCOCC3)c([N+](=O)[O-])c2)cc1Cl	8
26	CC(C)C(=O)Nc1cccc(C(=O)Nc2ccccc2C(=O)O)c1	-12
23	O=C1N(Cc2ccccc2)c2ccc(Cl)cc2C12OCCO2	-2

Remaining list, next part:
31) CC(=O)c1cc(F)c(N2CCN(c3ccc([N+](=O)[O-])cc3F)CC2)cc1C
32) C=CCn1c(SCC(=O)Nc2c(C)n(C)n(-c3ccccc3)c2=O)nnc1-c1ccncc1
33) Cc1cccc(OCCCC(=O)Nc2ccc(N3CCOCC3)cc2)c1
34) Cc1cc(C)nc(NS(=O)(=O)c2ccc(NC(=S)NC(=O)CC(C)C)cc2)n1
35) CC1CC(C)CN(C(=O)c2ccc3c(=O)n(Cc4ccc5c(c4)OCO5)c(=S)[nH]c3c2)C1 (stereo unspecified)
36) CCOC(=O)c1cn2nc(Oc3ccc(C#N)cc3)ccc2n1
37) COc1ccccc1C(=O)NCC(=O)N/N=C/c1ccc2c(c1)OCO2
38) CCCCNC(=O)CSc1nc2c(sc(=S)n2-c2cc(Cl)ccc2OC)c(=O)[nH]1
39) Cc1cc(C)c(NC(=O)COC(=O)C2CCCO2)c(C)c1 (stereo unspecified)
40) O=C(N/N=C/c1ccc([N+](=O)[O-])o1)c1cc(-c2ccncc2)nc2ccccc12
Assay by compound	31	32	33	34	35	36	37	38	39	40
BioA inh	-1.4	-0.4	0.0	-0.7	0.1	·	0.1	·	-1.0	0.0
Rv3671c inh	2	·	-7	-9	-17	4	3	2	1	-1
GDH-TPI inh	3	-6	4	-2	-2	7	4	23	1	40*
FBA Mtb inh	6	-2	2	-4	2	96*	3	-2	-3	1
UGM FP inh	-3.0	·	2.2	1.0	-0.2	1.8	0.4	1.5	0.5	-0.3
FadD28 FP inh	1.0	-2.2	-0.1	-4.4	-3.6	-1.1	-1.8	-16	-4.4	-1.8
PrPC surface inh	1	-7	4	-4	-5	-3	-1	1	7	-10
MazF activator	2	-4	3	1	3	10	6	-5	8	-6
BoNT F protease	-4	-2	-40	-2	11	?	-6	-17	-4	-16

41) O=C(OCC(=O)N1CCCC1)c1cc(Br)ccc1Cl
42) COc1cccc(C(=O)NCCSc2ccc(Br)cc2)c1
43) CCN(CC(=O)Nc1cccc(S(=O)(=O)N2CCCCC2)c1)Cc1ccccc1
44) Fc1ccc2cnc(-c3ccccc3)cc2c1
45) CCN(CC)C(=O)[C@H]1C[C@H](CC(=O)NC(C)(C)C)C(=O)N2CCc3c([nH]c4ccc(Cl)cc34)[C@]12C
46) COc1ccc(Cc2nnc(SCC(=O)N(C)c3ccccc3)o2)cc1
47) C/C=C/c1ccc(OCCOCCOc2cccc3cccnc23)c(OC)c1
48) COc1cccc(NC(=O)CSCC(=O)Nc2ccccc2)c1
49) CCOC(=O)C1=C(COC(=O)c2c(OC)cccc2OC)NC(=O)NC1C (stereo unspecified)
50) Nc1nnc(SCC(=O)N2CCN(c3ccccc3)CC2)n1-c1ccccc1
Assay by compound	41	42	43	44	45	46	47	48	49	50
BioA inh	·	·	3.1	1.0	-0.8	2.5	·	1.4	-2.9	-1.0
Rv3671c inh	6	-18	3	-1	·	1	-15	3	-6	0
GDH-TPI inh	3	0	0	3	-1	0	-3	-5	8	11
FBA Mtb inh	5	-2	1	-1	-2	1	0	4	5	-9
UGM FP inh	0.3	-3.4	-0.4	-1.7	·	-1.0	-1.2	-1.0	-2.8	0.9
FadD28 FP inh	-1.4	-8.3	-4.2	-3.0	-2.4	-0.8	-4.2	-0.5	-0.5	-3.4
PrPC surface inh	-5	6	17	1	3	-2	-7	4	-5	-1
MazF activator	-5	4	-6	11	6	-4	2	10	-3	0
BoNT F protease	2	-12	-2	-9	-6	-5	-3	3	-5	-6

51) Cc1cc2cc(CCNC(=O)c3ccc(S(=O)(=O)N4CCCC4)cc3)c(=O)[nH]c2cc1C
52) CN(CC(=O)NC1CCCCCCC1)S(=O)(=O)c1cccc2cccnc12
53) COc1ccccc1Nc1nc2c(s1)CCC2
54) CCCCCNCc1cccn1C
55) Cc1cccc(/C=N/NC(=O)c2ccncc2)n1
56) CCOC(=O)C(NC(=O)c1ccccc1)(OCc1ccccc1)C(F)(F)F (stereo unspecified)
57) CCC(C(=O)Nc1cc(C)cc(C)n1)c1ccccc1 (stereo unspecified)
58) Cc1ccc(C(=O)N2CCCC(CCC(=O)N3CCN(c4ccccn4)CC3)C2)cc1C (stereo unspecified)
59) COc1ccc2[nH]cc(CCNC(=O)C3CCCNC3=O)c2c1 (stereo unspecified)
60) O=C(NCc1ccc(Cl)cc1)c1ccc(COCC(F)(F)F)o1
61) Cn1c(=O)c2c(O)c(C=NCc3ccccc3)c(=O)n(C)c2n(C)c1=O
62) Cn1c(Cc2cccs2)nnc1SC/C=C/c1ccccc1
63) CCCCOC(=O)CNc1nnc(SCC(=O)OCC)[nH]c1=O
Assay by compound	51	52	53	54	55	56	57	58	59	60	61	62	63
BioA inh	-0.8	-0.2	0.5	-1.4	·	·	-0.4	0.4	0.0	1.6	0.1	·	-0.6
Rv3671c inh	-19	-1	1	-13	1	-7	1	4	6	11	9	-6	2
GDH-TPI inh	13	8	-1	6	5	-4	-7	11	19	4	30	11	10
FBA Mtb inh	2	2	6	2	-1	-3	2	8	3	1	0	0	7
UGM FP inh	-0.1	1.1	-0.6	-1.3	0.9	-0.2	0.9	-1.3	-2.0	1.3	-3.5	0.7	1.8
FadD28 FP inh	-2.7	-1.0	0.0	-0.4	0.1	-2.8	-5.4	-0.3	-2.6	-2.1	-1.7	0.3	-1.2
PrPC surface inh	4	5	-5	2	-5	3	8	2	-6	4	12	5	2
MazF activator	0	6	5	5	-7	-5	-2	4	9	6	-3	3	6
BoNT F protease	2	-6	?	0	-16	-2	-3	1	-12	-10	6	-1	-12
